NSD2 inh: blocks human histone methyltransferase NSD2 | O96028 | NSD2 peptide methylation, AlphaScreen, 120 min | inhibition, % at 12.5 µM | 310,000 tested, 0.54% active | AID 743445; in the data active = inhibition above about 50%
DAGLB inhibitor: diacylglycerol lipase beta (human) inhibition. 340,000 tested, 0.059% active. HEK293T DAGLB membrane lysate, EnzChek fluorogenic substrate. inhibition, % at 5.17 µM; in the data active = inhibition above about 34%;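 also: 0% = enzyme with vehicle and 100% = wells lacking enzyme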
Target sequence (Q8NCG7 whole entry, looked up): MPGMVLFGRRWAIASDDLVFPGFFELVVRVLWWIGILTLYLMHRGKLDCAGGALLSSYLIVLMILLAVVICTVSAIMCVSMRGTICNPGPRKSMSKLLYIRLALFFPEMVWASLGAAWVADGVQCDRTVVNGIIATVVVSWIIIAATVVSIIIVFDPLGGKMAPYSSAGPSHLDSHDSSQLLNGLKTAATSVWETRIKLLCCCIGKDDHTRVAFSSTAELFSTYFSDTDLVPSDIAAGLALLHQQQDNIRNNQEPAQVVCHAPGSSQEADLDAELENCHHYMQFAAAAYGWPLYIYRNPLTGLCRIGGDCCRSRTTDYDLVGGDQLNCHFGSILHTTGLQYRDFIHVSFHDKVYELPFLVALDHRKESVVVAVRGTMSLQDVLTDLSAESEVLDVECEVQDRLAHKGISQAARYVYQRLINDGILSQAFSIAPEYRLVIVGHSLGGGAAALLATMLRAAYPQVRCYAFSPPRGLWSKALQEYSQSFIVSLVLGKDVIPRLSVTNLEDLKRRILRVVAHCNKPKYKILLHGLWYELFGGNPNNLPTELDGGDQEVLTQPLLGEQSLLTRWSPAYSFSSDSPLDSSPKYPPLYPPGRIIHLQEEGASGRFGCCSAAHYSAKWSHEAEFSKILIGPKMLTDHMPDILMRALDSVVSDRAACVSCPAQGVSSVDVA
Keap1-Nrf2 PPI: Keap1-Nrf2 (human) interaction inhibition; inhibition, % at 9.4 µM; 340,000 tested, 0.15% active; Keap1 Kelch-Nrf2 peptide fluorescence polarization, 1536-well; Q14145; in the data active = inhibition above about 12%;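 also: human Keap1 Kelch domain with fluorescein labeled Nrf2 9mer peptide probe; 0% = neutral control wells and 100% = peptide positive control; higher means more block of Keap1 binding to Nrf2 peptide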
LANA DNA inh: inhibitors of KSHV LANA C-terminal domain DNA binding; inhibition, % at 9 µM; 340,000 tested, 0.078% active; MBP-C-LANA/FAM-LBS DNA binding, fluorescence polarization;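 active = highest replicate inhibition at or above 60% at 9 µM, even if other replicates fall short; inactive = all replicates below 60% inhibition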;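 also: 0% = neutral control wells and 100% = 4 µM acridine orange control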
PvdQ inh: blocks Pseudomonas aeruginosa PvdQ acylase activity. purified PvdQ acylase, fluorescence plate reader. inhibition, % at 10 µM. 340,000 tested, 0.063% active. AID 488965; in the data active = inhibition above about 30%, passing the limit was not always enough;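 also: 0% = vehicle neutral wells and 100% = reference inhibitor wells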
SR-BI DiI-HDL act: SR-BI HDL lipid transfer activation | AID 504775 | activation, % at 12.5 µM | 320,000 tested, 0.096% active | CHO ldlA[mSR-BI] cells, DiI-HDL uptake fluorescence, 3 h; 100 = double the neutral-control signal;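 active = mean replicate activation of at least 60% and every replicate at or above 60%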;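 also: 0% = median plate neutral-control signal and 100% = twice that signal; values of inactives mirror those of a sister screen read the other way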
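Test system: SR-BI-overexpressing, LDLR-lacking CHO cells; Medium: Ham's F12 with 0.5% BSA, HEPES 25 mM, pH 7.4; Schedule: 3 h, 37 °C; Technique: bottom-read fluorescence, 550/595 nm.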
Cardiac RTF inh: cardiac RTF calcium desensitization; P19429+P45379; IANBD-labeled cardiac RTF, Ca2+ fluorescence; inhibition, % at 7.15 µM; 340,000 tested, 0.12% active; AID 493244;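 active = inhibition above the mean inhibition of all tested compounds plus 3 SD, cut at about 17% in these data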;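 also: assay run at fixed EC70 calcium of 1.6 mM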
Arrestin-AP2 inh: human beta-arrestin and AP2 interaction inhibition | 340,000 tested, 0.31% active | FITC-arrestin peptide / GST-AP2 beads, flow cytometry; AP2 beta2 appendage carries R879A mutation | AID 504490 | inhibition, % at 10 µM;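 active = inhibition above a set limit, near 3 SD of compounds lacking own fluorescence, cut at about 54% in these data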;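 also: plate controls were DMSO wells for no effect and 5 µM unlabelled arrestin peptide for full effect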
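Test system: GST-tagged AP2 beta2-adaptin appendage (R879A) on 4 µm glutathione beads; also added: fluorescein-tagged arrestin peptide at 50 nM final; timing: 12 min plus 1 h, RT; signal: flow cytometry, FL1 (488/535 nm); read-out: percent drop in bead-associated FITC signal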
SR-BI DiI inh: inhibitors of mouse SR-BI mediated HDL lipid uptake. ldlA[mSR-BI] CHO cells, DiI-HDL uptake fluorescence, 3 h. inhibition, % at 12.5 µM. 320,000 tested, 0.96% active. AID 488896;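 active = mean replicate inhibition of at least 70% and a set share of replicates each scoring 70 or more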;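 also: 0% = median of neutral control wells and 100% = median of positive control wells; values of inactives mirror those of a sister screen read the other way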
PKA-R2B activ: activates the human PKA-R2B holoenzyme complex. P22694+P31323. PKA-R2B holoenzyme dissociation, Cy5-IP20 fluorescence polarization; R2B truncated from residue 108, S112A mutant; 0% DMSO only, 100% 113 µM cGMP. activation, % at 11.4 µM. 340,000 tested, 0.079% active;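 active = activation above a cutoff set at the mean over all compounds plus 3 SD, cut at about 18% in these data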;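 also: higher means more holoenzyme dissociation and a rise in polarization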
Target sequence (P31323 whole entry, looked up, other chains not shown, the tested form may be a part): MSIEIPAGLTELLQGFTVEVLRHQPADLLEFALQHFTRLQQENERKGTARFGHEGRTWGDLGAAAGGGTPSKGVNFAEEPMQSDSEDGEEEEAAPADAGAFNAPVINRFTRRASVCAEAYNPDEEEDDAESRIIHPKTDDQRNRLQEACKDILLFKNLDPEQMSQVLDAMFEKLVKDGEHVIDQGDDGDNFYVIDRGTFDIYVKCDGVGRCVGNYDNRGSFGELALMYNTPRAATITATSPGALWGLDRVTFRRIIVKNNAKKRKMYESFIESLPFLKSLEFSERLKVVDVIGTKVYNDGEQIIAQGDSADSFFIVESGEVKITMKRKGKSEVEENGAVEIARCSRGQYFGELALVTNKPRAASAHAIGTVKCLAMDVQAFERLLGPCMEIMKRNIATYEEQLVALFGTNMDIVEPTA
Starred values were filed as active, the others as inactive; i = inactive; · = no result given.

Below each compound: SR-BI DiI-HDL act, LANA DNA inh, Arrestin-AP2 inh, Cardiac RTF inh, DAGLB inhibitor, PvdQ inh, Keap1-Nrf2 PPI, NSD2 inh, PKA-R2B activ, SR-BI DiI inh
- Nc1nc(CSc2nnnn2-c2ccc(Cl)cc2)nc(N2CCOCC2)n1
 : -9, -0.9, 0, 8, -3, 16, 2, 0, 9, 9
- CN1C(=O)[C@H]2[C@@H](/C=C/c3ccccc3)N3C(=O)CN(Cc4ccccn4)C(=O)[C@@]3(Cc3ccccc3)[C@H]2C1=O
 : 44, 1.5, 5, -2, 0, -1, -3, ·, 2, -44
- CCOC(=O)C1CCCN(C(=O)/C(=C/c2ccco2)NC(=O)c2ccccc2)C1 (centres undefined)
 : ·, 0.3, 15, -17, 0, -6, -4, 3, 0, ·
- COCCCNC(=O)C[C@H]1C[C@H](C(=O)N(C(C)C)C(C)C)[C@@]2(C)c3[nH]c4cc(-c5ccco5)ccc4c3CCN2C1=O
 : 19, 0.5, 13, -7, 0, 2, -7, ·, 5, -19
- COc1ccccc1-n1cc(C(=O)NCC(=O)N2CCN(c3ccccn3)CC2)c2ccccc2c1=O
 : ·, 0.2, 15, -13, 1, -13, -1, 0, 4, ·
- COc1ccc(N(C)C(=O)c2oc(=O)c3ccccc3c2-c2ccccc2)c(OC)c1
 : ·, -1.2, -1, -13, 2, -5, -6, -8, -10, ·
- COc1cc(/C=C2\C(=N)N3N=C(C(C)C)SC3=NC2=O)ccc1OCCOc1ccc(NC(C)=O)cc1
 : 2, 2.2, 0, -5, 3, -2, -8, 4, -2, -2
- CC(O)CNC(=O)Cc1cc(=O)[nH]c(=O)[nH]1 (centres undefined)
 : 18, 1.0, 5, 5, -3, -6, -3, -1, -1, -18
- COc1ccc(OC)c(/C=C/C(=O)Nc2cccc(S(=O)(=O)NC3=NCCCCC3)c2)c1
 : -65, 1.5, 35, -4, 0, -19, 1, -5, 3, 65
- Cc1occc1C(=O)N/N=C/c1ccc(Cl)c([N+](=O)[O-])c1
 : 20, -0.9, 3, -2, -10, 9, 4, 0, -3, -20
- CCOc1ccc(Nc2nc3c(C)cccc3cc2C#N)cc1
 : -42, 1.8, 1, -8, -9, -21, -7, -1, -5, 42
- Cc1cc(NS(=O)(=O)c2ccc(NC(=O)CCSc3ccc(F)cc3)cc2)nc(C)n1
 : ·, -0.5, 4, -8, 1, -9, -2, -2, -8, ·
- Cc1ccc2c(COC(=O)c3ccc(NC(=O)CC#N)cc3)cc(=O)oc2c1C
 : 17, -1.9, 2, 1, -1, 2, -4, -5, -10, -17
- CC1=C(c2ccc(C)cc2)[N+](=O)C(C)(C)N1[O-]
 : 17, -0.8, -5, 2, 1, -20, -7, -2, 4, -17
- Cc1cc(C(=O)NNS(=O)(=O)c2cccc(Cl)c2)nn1C(C)(C)C
 : -6, 1.6, -9, -4, 0, -7, -1, 18, 5, 6
- C=CCNC(=O)C1CCN(c2c([N+](=O)[O-])cc(C(F)(F)F)cc2[N+](=O)[O-])CC1
 : -5, 1.2, 22, -8, 0, 8, 0, 3, 1, 5
- CCCN=C1N(CC)C[C@@H]2[C@@H]3C(=O)N(C)C(=O)[C@@H]3[C@](C)(C(=O)OC)N12
 : -9, 0.0, -2, -5, 1, -2, -4, ·, -7, 9
- c1ccc(-c2ccccc2OCCCN2CCCCC2)cc1
 : 18, 1.8, 35, 2, -5, 4, 2, 3, -4, -18
- COc1ccccc1N1CCN(c2cc(C)nc3nc(C)nn23)CC1
 : 9, -8.3, 17, 0, 2, -4, -1, ·, 8, -9
- Cc1ccc(C(=O)c2cc([N+](=O)[O-])ccc2N2CCCCC2)cc1C
 : -57, -0.9, -8, 0, -10, -13, 0, 7, 2, 57
- COc1ccc(CCNC(=O)CC2SC(=NCCC(C)C)NC2=O)cc1OC (centres undefined)
 : 15, -0.2, 6, -1, 2, -13, 1, 31, -5, -15
- CNC(=O)C(=O)NCC1OCCCN1S(=O)(=O)c1ccc2c(c1)OCCO2 (centres undefined)
 : 5, -0.1, 7, -3, 2, 0, -3, -3, -12, -5
- Cc1nn(C)c2ncc(C(=O)c3ccccc3O)cc12
 : -3, 0.0, 16, 3, -7, 12, -2, 3, -2, 3
- C[C@H](NC(=O)c1[nH]cnc1C(=O)Nc1nccs1)c1ccccc1
 : 2, -0.6, 4, -4, -1, -4, 3, ·, -17, -2
- COc1cccc(C(=O)Nc2cc3c(cc2C(C)=O)OCCO3)c1
 : -63, -0.4, 22, 0, -8, 0, 2, -6, -1, 63
- O=C(Nc1cc(Sc2nc3ccccc3s2)cc([N+](=O)[O-])c1)c1cccc(F)c1F
 : -50, 1.1, 14, 1, -9, 10, -7, -1, -2, 50
- N#C/C(=C\c1ccc(O)c(Br)c1)C(=O)N1CCCCC1
 : 9, -1.2, -16, 1, -5, -3, -3, -1, 6, -9
- COCCn1c(SCC(=O)NC2CCCCC2)nnc1-c1ccncc1
 : 14, 0.5, -3, -4, -4, 1, 7, -7, -11, -14
- O=C(NCc1ccco1)C(Cc1ccccc1)N1C(=O)C2C3C=CC(C3)C2C1=O (centres undefined)
 : ·, -0.8, -9, -3, 3, 8, 1, 5, 1, ·
- CC1CC(NC(=O)/C(C#N)=C/c2ccc[nH]2)CC(C)(C)C1 (centres undefined)
 : -10, 0.1, 52, 5, -5, 6, -1, 22, 2, 10
- COc1ccc(Nc2nc(=O)[nH]nc2C)cc1
 : 35, -0.2, 22, 3, -2, 8, -1, -12, -9, -35
- Cc1cccc(NC(=O)CSc2nc3c(c(=O)[nH]2)CCCC3)c1C
 : -16, -1.2, 0, -4, 3, -7, 2, 0, -5, 16
- CC(=O)c1cccc(NC(=S)N2CCN(CCN3C(=O)c4cccc5cccc(c45)C3=O)CC2)c1
 : -56, 1.6, 34, 7, 3, -4, -2, -3, 0, 56
- O=C(c1ccc2c3c(cccc13)CC2)C1CCCN(C(=O)c2cc[n+]([O-])cc2)C1 (centres undefined)
 : 13, -1.1, 3, 4, -3, -3, -1, 0, 3, -13
- O=C(c1ccc(Br)o1)N(c1ccc(Br)cc1)C1C=CS(=O)(=O)C1 (centres undefined)
 : -2, 0.1, -2, -5, -5, 9, -4, -1, 3, 2
- Cn1c(SCC(=O)O)nc2sc3c(c2c1=O)CCC3
 : 36, 2.3, -1, -1, -3, -6, -1, 7, -9, -36
- N#CC1=C(N)NC(SCC(=O)c2ccc(Br)cc2)=C(C#N)C12CCCCC2
 : -26, -0.5, 8, 7, 1, 6, -2, 2, -6, 26
- CCOC(=O)C1=C(CS(=O)(=O)c2ccc(F)cc2)NC(=O)NC1c1cc(OC)c(O)c(OC)c1 (centres undefined)
 : -8, -0.2, 21, -7, -4, -8, 1, -7, -7, 8
- Cc1ccsc1CN(C)CC(=O)NCC(=O)Nc1ccc(F)c(F)c1F
 : ·, 0.6, 1, -7, 1, -12, -3, 0, 14, 21
- COc1ccc(C(CC(=O)Nc2nccs2)C(C)C)cc1 (centres undefined)
 : 8, -6.9, -8, -7, -3, -17, -3, -2, -14, -8
- CCOc1ccccc1NC(=O)C(CC(C)C)NC(=O)C1CCC(C)CC1 (centres undefined)
 : -80, 0.6, 6, -18, -4, -13, -9, 1, -11, 80*
- Cc1ccc(CNC(=O)[C@H](Cc2ccccc2)NC(=O)C2CCNCC2)cc1
 : 1, -0.4, 5, -5, -2, -6, -5, 2, 4, -1
- CC1CCCCN1C(=O)c1ccc(OC2CCN(S(=O)(=O)N(C)C)CC2)cc1 (centres undefined)
 : -47, 0.2, -3, -1, 3, -8, -5, 1, -4, 47
- O=C(O)c1ccc(NC(=O)c2ccc(COc3ccccc3)o2)cc1
 : 1, 0.3, -8, 4, 0, -19, -3, -6, -3, -1
- Cc1ccc2cc(CN(C(=O)c3ccco3)c3cccc(C)c3C)c(=O)[nH]c2c1
 : -10, -1.2, -8, 6, 0, -8, -2, -2, -16, 10
- CC(C)OCCCN(C)C1CCN(S(=O)(=O)c2ccc(-c3ccc(=O)[nH]n3)s2)CC1
 : 20, 0.4, 4, 3, 3, -1, 0, 6, 3, -20
- CCCCNc1ccc2c3c(cccc13)C(=O)N(CCCC)C2=O
 : ·, 27, 14, i, i, -3, 10, -7, -4, ·
- CCn1c(/C=C/N(C(C)=O)c2ccccc2)[n+](CC)c2ccc(Cl)cc21
 : 21, -0.8, 0, -1, 0, -12, -2, 3, -8, -21
- CN1CC[n+]2c(CN3C(=O)c4ccccc4C3=O)csc21
 : 5, -0.3, -5, -2, -2, 9, -3, ·, -14, -5
- Cc1ccc2[nH]c(=O)c3cc(C(=O)N(C)c4ccc(C)c(C)c4)sc3c2c1
 : 2, -0.4, 58*, 5, -1, 1, -3, 15, 9, -2
- O=C1c2ccccc2NC(c2ccc(O)cc2)N1Cc1ccco1 (centres undefined)
 : -11, 0.0, 13, -9, 2, -2, -7, 3, 9, 11

12 of the compounds above, as tab-separated lines.
molecule	SR-BI DiI-HDL act	LANA DNA inh	Arrestin-AP2 inh	Cardiac RTF inh	DAGLB inhibitor	PvdQ inh	Keap1-Nrf2 PPI	NSD2 inh	PKA-R2B activ	SR-BI DiI inh
O=C(c1ccc2c3c(cccc13)CC2)C1CCCN(C(=O)c2cc[n+]([O-])cc2)C1 (centres undefined)	13	-1.1	3	4	-3	-3	-1	0	3	-13
O=C(c1ccc(Br)o1)N(c1ccc(Br)cc1)C1C=CS(=O)(=O)C1 (centres undefined)	-2	0.1	-2	-5	-5	9	-4	-1	3	2
Cn1c(SCC(=O)O)nc2sc3c(c2c1=O)CCC3	36	2.3	-1	-1	-3	-6	-1	7	-9	-36
N#CC1=C(N)NC(SCC(=O)c2ccc(Br)cc2)=C(C#N)C12CCCCC2	-26	-0.5	8	7	1	6	-2	2	-6	26
CCOC(=O)C1=C(CS(=O)(=O)c2ccc(F)cc2)NC(=O)NC1c1cc(OC)c(O)c(OC)c1 (centres undefined)	-8	-0.2	21	-7	-4	-8	1	-7	-7	8
Cc1ccsc1CN(C)CC(=O)NCC(=O)Nc1ccc(F)c(F)c1F	·	0.6	1	-7	1	-12	-3	0	14	21
COc1ccc(C(CC(=O)Nc2nccs2)C(C)C)cc1 (centres undefined)	8	-6.9	-8	-7	-3	-17	-3	-2	-14	-8
CCOc1ccccc1NC(=O)C(CC(C)C)NC(=O)C1CCC(C)CC1 (centres undefined)	-80	0.6	6	-18	-4	-13	-9	1	-11	80*
Cc1ccc(CNC(=O)[C@H](Cc2ccccc2)NC(=O)C2CCNCC2)cc1	1	-0.4	5	-5	-2	-6	-5	2	4	-1
CC1CCCCN1C(=O)c1ccc(OC2CCN(S(=O)(=O)N(C)C)CC2)cc1 (centres undefined)	-47	0.2	-3	-1	3	-8	-5	1	-4	47
O=C(O)c1ccc(NC(=O)c2ccc(COc3ccccc3)o2)cc1	1	0.3	-8	4	0	-19	-3	-6	-3	-1
Cc1ccc2cc(CN(C(=O)c3ccco3)c3cccc(C)c3C)c(=O)[nH]c2c1	-10	-1.2	-8	6	0	-8	-2	-2	-16	10

Screens (PubChem BioAssay)
